Screens (PubChem)
Fam108B inh: Fam108B inhibition, counter-screen for RBBP9 inhibitors; 300,000 compounds, 0.33% hits; inhibition, % at 9.51 µM; recombinant Fam108B, FP-Rh probe fluorescence polarization; AID 1947;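 active means inhibition above the screen mean inhibition plus 3 SD, computed separately per campaign, cut at about 18% in these data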;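 further: inhibitors lower polarization as less probe binds the enzyme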
TPT1 inh: blocks Candida albicans tRNA 2'-phosphotransferase | recombinant caTPT1, FP RNA substrate dephosphorylation | inhibition, % at 5 µM | 300,000 compounds, 0.81% hits | AID 1962;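 active means inhibition above the mean of all tested compounds plus 3 SD, set per screening campaign, cut at about 24% in these data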;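 further: plate controls were DMSO alone for no effect and ferristatin control at 100 nM for full effect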
MCL1-BIM inh: inhibitors of human MCL1 binding to BIM-BH3 peptide | Q07820 | GST-MCL1 / FITC-Bim-BH3 fluorescence polarization | inhibition, % at 10.9 µM | 320,000 compounds, 0.68% hits;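 active means inhibition above the mean inhibition of all tested compounds plus 3 SD, set per campaign, cut at about 40% in these data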;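 further: 0% = DMSO wells and 100% = unlabeled Bim-BH3 peptide control; higher means more loss of mP so more displacement of Bim peptide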
Target sequence (Q07820 whole entry, looked up): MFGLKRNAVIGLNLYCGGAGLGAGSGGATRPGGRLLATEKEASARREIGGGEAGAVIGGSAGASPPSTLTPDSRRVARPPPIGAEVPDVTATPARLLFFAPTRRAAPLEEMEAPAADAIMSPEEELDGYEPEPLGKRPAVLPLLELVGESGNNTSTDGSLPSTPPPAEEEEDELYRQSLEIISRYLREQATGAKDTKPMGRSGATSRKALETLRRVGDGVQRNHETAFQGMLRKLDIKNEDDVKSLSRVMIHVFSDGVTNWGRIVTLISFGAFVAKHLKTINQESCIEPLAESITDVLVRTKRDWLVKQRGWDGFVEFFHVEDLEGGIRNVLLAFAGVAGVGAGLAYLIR
GLD-1 RNA inh: GLD-1-TGE RNA interaction inhibition (C. elegans). purified GLD-1 + fluorescein TGE RNA, fluorescence polarization. inhibition, % at 5.96 µM. 320,000 compounds, 0.44% hits;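 active means percent inhibition above a per-plate cutoff, the plate mean of test compounds plus 3 SD, cut at about 30% in these data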;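 further: 0% = DMSO wells with GLD-1 and probe and 100% = wells lacking GLD-1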
Target sequence (Q17339 whole entry, looked up): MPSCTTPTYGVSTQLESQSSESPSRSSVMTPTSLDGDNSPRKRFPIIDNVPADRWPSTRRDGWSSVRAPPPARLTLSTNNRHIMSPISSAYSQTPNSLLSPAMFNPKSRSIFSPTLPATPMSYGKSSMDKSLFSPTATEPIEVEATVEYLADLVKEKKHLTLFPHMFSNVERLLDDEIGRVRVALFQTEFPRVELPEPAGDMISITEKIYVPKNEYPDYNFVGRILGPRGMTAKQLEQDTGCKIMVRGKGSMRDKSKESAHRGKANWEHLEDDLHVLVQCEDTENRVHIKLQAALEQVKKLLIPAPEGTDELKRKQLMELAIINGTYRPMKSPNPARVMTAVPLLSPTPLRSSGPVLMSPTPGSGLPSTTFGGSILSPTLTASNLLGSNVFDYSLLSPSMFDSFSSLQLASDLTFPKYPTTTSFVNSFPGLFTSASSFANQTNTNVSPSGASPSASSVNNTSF
GSTO1 inh: GSTO1 inhibition, counter-screen for RBBP9 inhibitors | P78417 | recombinant GSTO1, activity-based probe fluorescence polarization | inhibition, % at 5.96 µM | 300,000 compounds, 1.1% hits;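 active means inhibition above the campaign mean inhibition plus 3 SD, cut at about 35% in these data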;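 further: 0% = GSTO1-1 with DMSO and 100% = wells lacking GSTO1-1 enzyme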
Target sequence (P78417 whole entry, looked up): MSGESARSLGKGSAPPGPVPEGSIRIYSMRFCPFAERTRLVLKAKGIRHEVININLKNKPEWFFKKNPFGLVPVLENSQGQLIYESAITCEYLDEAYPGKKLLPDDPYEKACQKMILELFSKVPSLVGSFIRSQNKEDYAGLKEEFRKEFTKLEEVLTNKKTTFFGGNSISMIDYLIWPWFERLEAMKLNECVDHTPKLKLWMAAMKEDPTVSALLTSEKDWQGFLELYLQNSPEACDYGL
Bcl-xL primary: inhibitors of human Bcl-xL; GST-Bcl-xL / FITC-Bim BH3 peptide fluorescence polarization; 320,000 compounds, 0.7% hits; inhibition, % at 10.9 µM;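 active means inhibition above the mean of all tested compounds plus 3 SD, cutoff set per campaign, cut at about 30% in these data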;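 further: 0% = DMSO wells and 100% = unlabeled Bim-BH3 peptide competitor; inhibitors lower millipolarization by displacing the labeled peptide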
PME-1 primary: blocks human protein phosphatase methylesterase 1. Q9Y570. recombinant PME-1, FP-Rh probe fluorescence polarization. inhibition, % at 5.9 µM. 320,000 compounds, 0.53% hits. AID 2130;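 active means inhibition above the campaign mean of all compounds plus 3 SD, cut at about 26% in these data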;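 further: competitive labeling of PME-1 active site by serine hydrolase directed probe; 0% = PME-1 with DMSO and 100% = wells lacking PME-1 enzyme; inhibitors block probe labeling so polarization falls and inhibition rises; many of its hits are not listed in these tables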
MEX-5 binding: C. elegans MEX-5 TCR-2 RNA binding activity; MEX-5/FITC-TCR2 RNA binding, fluorescence polarization; stronger effect = lower value; 300,000 compounds, 0.38% hits; Q9XUB2; activity score (negative = inhibition of binding), % at 10 µM;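 active means inhibition past about -25% in most replicates, and total fluorescence under double the plate's negative control median, limit read from the data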;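 further: 0% = DMSO and -100% = 5 µM competing unlabeled TCR2 RNA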
PAD4 inh: inhibitors of human PAD4; Q9UM07; recombinant PAD4, RCA probe fluorescence polarization; inhibition, % at 6.36 µM; 330,000 compounds, 0.41% hits;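 active means percent inhibition above a cutoff equal to the mean of all tested compounds plus 3 SD, cut at about 15% in these data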;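 further: 0% = PAD4 with RCA probe and DMSO and 100% = probe without PAD4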
* marks the source's active call; other numbers are inactive results; . = no result given. Only part of the results is shown, so the mix of outcomes need not match the whole.

entry	SMILES	Fam108B inh	TPT1 inh	MCL1-BIM inh	GLD-1 RNA inh	GSTO1 inh	Bcl-xL primary	PME-1 primary	MEX-5 binding	PAD4 inh
1	CC(=O)c1ccc(S(=O)(=O)N2CCN(C(=O)CSC(=S)N3CCCC3)CC2)cc1	-5	-1	1	-3	-5	-2	2	-1.0	-2
2	COc1cccc(C(=O)NCCS(=O)(=O)N(C)C2CCCCC2)c1	1	2	4	1	4	5	3	0.3	-1
3	COC(=O)[C@@H]1[C@@H](C)N(Cc2ccccc2)C(=O)N[C@H]1c1cccc(C(F)(F)F)c1	1	1	2	1	-6	3	7	0.5	-2
4	CCCc1cc(N2CCC(C(N)=O)CC2)nc(-c2ccccc2)n1	-1	-2	5	1	-1	-3	-4	1.1	-6
5	Cc1ccc(C(=O)N2CCCCC2)cc1S(=O)(=O)N1CCCC1	-3	-3	3	-1	-2	8	5	-3.2	0
6	COc1ccc(NCc2n[nH]c(=O)c3ccccc23)cc1	-1	0	4	9	15	5	4	-8.5	-1
7	C=CCOc1ccc(/C=N/NC(=O)CN2CCCCC2)cc1OC	2	1	-7	-4	-7	4	-5	-1.3	-2
8	CCOc1nc2cnccc2n(CC(=O)Nc2c(C)cccc2CC)c1=O	0	-2	1	-2	2	5	-6	-3.5	0
9	Cc1ccc(NC(=S)N(CCN(C)C)Cc2cccs2)c(C)c1	0	1	3	-7	14	-2	2	-3.1	1
10	Cc1ccc(C(=O)N2CCN(c3ccc(N4CCOCC4)nn3)CC2)cc1C	0	-2	3	1	3	-6	-7	5.9	0
11	O=C1C2CC=CCC2C(=O)N1c1n[nH]c(-c2ccccc2)n1 (configuration not stated)	-4	4	6	3	9	8	-4	-0.7	1
12	CCOC(=O)Cc1csc(NC(=O)c2c(-c3c(F)cccc3Cl)noc2C)n1	3	7	-5	-2	4	-6	-5	4.1	-7
13	CC(C)(C)c1cccc(P(=O)(c2ccccc2)c2ccccc2)c1O	5	-2	5	7	2	5	6	5.1	0
14	O=C(Cn1cc([N+](=O)[O-])cn1)N1N=C(C(F)F)CC1(O)C(F)F (configuration not stated)	1	2	-2	5	4	1	-3	-0.1	-3
15	COc1ccc(-n2nnnc2S(=O)(=O)Cc2ccc(C(=O)O)cc2)cc1	-3	1	-2	-12	-9	5	-2	0.7	4
16	CNC(=S)Nc1cccc(-c2cnc3ccccc3n2)c1	-1	-2	7	0	-4	-1	3	-3.2	-4
17	CCOC(=O)C1CCN(C(=O)CN2C(=O)c3ccccc3Sc3ncccc32)CC1	1	-4	-1	3	-2	2	4	-0.3	-2
18	C/C(=C\c1ccccc1)C(=O)NCCCn1ccnc1	-2	-1	0	6	1	1	-5	2.4	-2
19	C/C(=N\NC(=O)CNC(=O)C1COc2ccccc2O1)c1ccco1 (configuration not stated)	1	-1	-5	7	7	-3	-3	-0.9	-5
20	CS(=O)(=O)N1N=C(c2cccs2)CC1c1ccco1 (configuration not stated)	-3	5	3	-1	5	4	1	2.4	2
21	Cc1ccccc1NC(=O)c1cc(S(=O)(=O)c2ccccc2)ccc1Cl	0	0	-5	1	5	0	3	0.5	1
22	CCN(CC)c1ccc(/C=N/OCC(=O)Nc2cccc(C)c2)cc1	-1	34*	-73	-29	2	-28	-1	5.5	-8
23	CCC(Sc1nnc2c3ccccc3n(CC)c2n1)C(=O)Nc1sc2c(c1C#N)CCCC2 (configuration not stated)	-5	-1	10	0	-3	5	-8	1.7	-1
24	COc1cc2c(cc1NC(=O)c1cccc(F)c1)CCCC2	0	-2	3	5	-1	4	-2	0.4	-4
25	CN(Cc1ccon1)C(=O)c1ccc2nc(Cc3cccc(Cl)c3)oc2c1	-1	0	-7	9	-4	0	-1	2.2	3
26	CCCCSCCCNC(=O)CCCN1C(=O)c2ccccc2Sc2ncccc21	-1	-1	-2	5	0	3	-5	-1.2	3
27	COc1ccc(-c2cc(C)no2)cc1S(=O)(=O)NCC(C)c1ccccc1 (configuration not stated)	-2	-6	3	-1	-1	2	-3	-0.1	-1
28	Cc1ccc(C(CC(N)=O)c2ccco2)cc1 (configuration not stated)	1	0	5	0	7	7	2	0.2	-7
29	NC(=O)COC(=O)CC(c1ccccc1)c1ccccc1	-1	1	3	5	4	3	-3	-1.4	1
30	CN(C)c1ccc(S(=O)(=O)NCC(=O)OCC(=O)Nc2cccc(Cl)c2)cc1[N+](=O)[O-]	6	0	-7	9	3	1	4	-0.8	6
31	Nc1nc2sc3c(c2c(=O)s1)CCCC3	-2	-1	-8	7	-5	-1	7	-0.7	-4
32	COc1cc(CN2CCCC(C(=O)c3ccc(SC)cc3)C2)cc(Cl)c1O (configuration not stated)	0	-4	-3	4	8	2	4	0.9	2
33	COc1ccc2c(C)cc(SCC(=O)NCCN3C(=O)CSC3=O)nc2c1	-1	-1	5	4	-11	7	2	2.0	-1
34	CCOC(=O)C1C(c2ccc(Cl)cc2)NC(=S)NC1(O)C(F)(F)F (configuration not stated)	-2	-1	4	0	-7	14	-4	2.8	-3
35	COc1ccc(C(=O)NCCNC(=O)c2cnccn2)cc1	1	0	7	-1	4	5	13	1.0	-2
36	Cc1ccc(S(=O)(=O)/N=C2/NC(=O)/C(=C/c3ccccc3)S2)cc1	-9	-5	5	7	-42	9	0	0.5	-4
37	N#Cc1ccc(CN2CCN(C(=O)c3ccccc3)CC2)c(Cl)c1	3	-3	6	6	0	5	10	1.0	0
38	COc1ccc(S(=O)(=O)N2CCC(C(=O)NC(C)CCc3ccccc3)CC2)cc1 (configuration not stated)	-1	0	3	8	2	1	3	1.3	-1
39	Cc1cc(C)cc(N(CC(=O)NC(C)(C)C)C(=O)CCC(=O)Nc2ccccn2)c1	1	0	9	1	6	7	-3	-0.8	-2
40	O=C(O)CCSc1nnc(CNc2ccc(Cl)cc2)n1Cc1ccccc1	-1	-3	4	-5	3	3	-6	-1.6	-4
41	CCN1CCN(Cc2c(O)ccc3c2O/C(=C\c2ccccc2)C3=O)CC1	5	3	55*	18	4	54*	4	-34*	0
42	CCCCn1c(=O)n(CC(=O)Nc2ccc(OC)c(Cl)c2)c(=O)c2c1nc(CO)n2CCC	1	0	4	4	3	1	6	-0.6	-3
43	CC(=O)Nc1ccc(S(=O)(=O)NCCc2cc3c(C)ccc(C)c3[nH]c2=O)cc1	1	-2	3	2	4	6	0	1.2	-1
44	CCOC(=O)N1CCN(C2=CC(=O)OC23CCCCC3)CC1	1	0	-3	4	-5	2	-4	2.8	0
45	Cc1ccsc1/C=N/NC(=O)c1ccc2ccccc2c1	-9	0	-2	2	-9	-2	-11	1.2	-2
46	CCN(CC)S(=O)(=O)c1ccc2c(c1)nc(SCC(=O)NCC1CCCO1)n2CC (configuration not stated)	4	0	-3	2	-6	-2	6	-0.5	-4
47	CN(C)c1ccc(CNc2nc(-c3ccccc3)nn2S(C)(=O)=O)cc1	-2	-1	1	3	0	0	2	-0.2	-3
48	Cc1ccc2nc(SCC(=O)NC3CC3)[nH]c2c1	-4	-2	6	1	4	5	6	-1.0	-3
49	COCCC(=O)N1CCC(Oc2ccc(C(=O)N3CCCCCC3)cc2)CC1	-1	-3	2	1	0	7	-2	-1.2	-3
50	COc1cc(/C=C2\SC(=O)N(CCNC(=O)c3cnc(C)cn3)C2=O)cc(OC)c1OC	7	-3	7	-7	1	4	-8	0.7	2
51	COc1ccc(N(C(=O)Cc2cccs2)C(C(=O)NC2CCCC2)c2ccncc2)cc1 (configuration not stated)	-4	2	9	2	3	2	5	-0.8	-3
52	COc1ccc(C2NC(=O)NC3=C2CCc2ccccc23)cc1 (configuration not stated)	-4	0	3	-2	-3	13	-7	-1.6	5
53	O=C(Cc1noc2ccccc12)NNC(=S)Nc1ccccc1	-2	-2	4	-4	0	-8	-3	-2.6	-3
54	O=C(NCC1CCCO1)c1ccccc1-c1nc(-c2ccccc2F)no1 (configuration not stated)	4	0	2	5	7	6	-5	-1.2	-3
55	Cc1ccc(NC(=O)/C=C2\NC(=O)CS2)cc1	10	-5	3	-7	23	4	4	-0.7	2
56	CCOC(=O)c1nn(-c2ccccc2)c(-c2ccccc2)c1C(=O)c1ccccc1	-5	-6	3	0	17	0	-2	0.0	0

More structures.
entry	SMILES	Fam108B inh	TPT1 inh	MCL1-BIM inh	GLD-1 RNA inh	GSTO1 inh	Bcl-xL primary	PME-1 primary	MEX-5 binding	PAD4 inh
57	Cc1cc(C)n2c(SC(C)C(=O)NC3(C#N)CCCCC3)nnc2n1 (configuration not stated)	.	.	4	-1	.	-1	-4	.	4
58	Cc1nn(-c2ccccc2)c(Cl)c1C(=O)NCC(C)c1ccccc1 (configuration not stated)	-2	1	-8	2	3	1	-6	2.9	2
59	COc1cc(CCc2ccc3c(c2)OCO3)oc(=O)c1	1	-2	4	9	-4	2	-10	-1.2	2
60	O=C(CCCC(=O)N1CCN(c2ccccc2F)CC1)N1CCN(c2ccccc2F)CC1	0	4	-7	4	-4	-1	4	-1.7	1
61	Cc1cc(C)n(C(=O)c2cc(F)c(F)cc2C)n1	-3	-6	-1	-2	-5	2	4	2.2	-3
62	Cc1cccc(C)c1NS(=O)(=O)c1c(C)[nH]c(=O)[nH]c1=O	-5	0	-5	-5	7	-1	-2	-1.4	-2
63	Cc1c(Cl)cccc1NC(=S)N(CCN(C)C)C(C)c1ccccn1 (configuration not stated)	-2	-1	18	2	-17	6	1	1.8	-7
64	COCCCNC(=O)CS(=O)Cc1nc(-c2cccc(OC)c2)oc1C (configuration not stated)	5	1	-3	1	2	0	4	0.7	2
65	O=C(NC1CC1)C1CCN(C(=O)c2ccc(Cl)cc2Cl)CC1	10	-2	5	11	2	2	0	-1.7	3
66	CCc1c(C(=O)Nc2ccc(OC)c(Cl)c2)[nH]c(C)c1C(C)=O	19*	1	1	-3	-14	5	-4	0.7	-3
67	O=C(CSc1n[nH]c(-c2ccccc2Cl)n1)NC1CCCCC1	2	-1	-1	-4	3	-1	-4	0.4	3
68	CCC(=O)Nn1c(C2CCC2)nc2ccccc2c1=O	5	2	4	6	0	3	2	-0.4	3
69	COc1ccc(CC(=O)NNC(=O)COc2ccc(C)cc2)cc1S(=O)(=O)N1CCOCC1	-5	-3	7	7	-11	14	-4	-0.9	1
70	N=C1SC(c2ccccc2)C(=O)N1c1ncc(Cc2ccccc2)s1 (configuration not stated)	1	0	12	-3	-8	3	8	0.2	0
71	COc1ccc2[nH]c3c(c2c1)CCN1C(=O)N([C@@H](C)C(=O)NCC2CCCO2)C(=O)[C@]31C (some centres not stated)	0	2	-3	-4	-6	1	5	-2.9	-2
72	Cc1cc2ncn(C(=O)N3CCCCC3)c2cc1C	5	-5	7	-2	-1	4	1	3.7	-1
73	Cn1cc(CN2CCN(Cc3ccccc3)C(CCO)C2)c(-c2ccccc2)n1 (configuration not stated)	-5	-6	-3	8	10	1	0	-0.8	1
74	COc1cc2c(C#CCCO)c(-c3ccc(C#N)cc3)oc(=O)c2cc1OC	.	.	0	-4	.	1	3	.	1
75	O=C(/C=C/c1cccc([N+](=O)[O-])c1)Nc1cccc(NC(=O)c2cccs2)c1	-33	-1	-5	0	-57	3	-37	-0.3	-5
76	Cc1cccc(C(C)C)c1NC(=O)CN1C(=O)NC2(CCc3ccccc32)C1=O (configuration not stated)	-2	-4	-9	-1	-4	-14	-3	0.1	0
